Screening results deposited in PubChem BioAssay by several laboratories.
NCOA3 inh – inhibits human SRC3 coactivator; HEK293 GAL4-SRC3 luciferase reporter, luminescence; inhibition, % at 3.6 µM; 0.17% of 360,000 active;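 active = inhibition above a per-campaign cutoff, the mean of all compounds plus 3 SD, cut at about 60% in these data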;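 also: 0% = DMSO-treated cells and 100% = gossypol-treated cells at 36 µM; higher means less SRC3-driven luciferase light from the GAL4 reporter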
TROY NFkB inh – TROY signaling inhibition; Q293 LMP1-TROYcd NF-kB luciferase reporter, 4 h; inhibition, % at 10 µM; 0.98% of 360,000 active; AID 1347056;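 active = compounds whose plate-normalised and pattern-corrected inhibition of the luciferase reporter signal at the single screening dose is 50% or more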
SRC2 inh – inhibits human steroid receptor coactivator 2 | HEK293 GAL4-SRC2 luciferase reporter, luminescence | AID 651957 | 0.17% of 370,000 active | inhibition, % at 9 µM | Q15596;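 active = inhibition above the mean inhibition of all tested compounds plus 3 SD, set per campaign, cut at about 52% in these data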;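 also: 0% = DMSO treated cells and 100% = cells given Gossypol at 36 µM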
KKLEB cytotox – reduces viability of KKLEB cystic fibrosis airway cells; activity change (cytotoxicity), % at 5 µM; AID 602141; 0.36% of 360,000 active; KKLEB CF airway cells viability, ATPlite luminescence, overnight; hits give low values; cells stimulated with P. aeruginosa culture filtrate;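 active = corrected activity change at or below -50% at 5 µM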
CF NFkB inh – blocks PAF-induced NF-kB reporter in cystic fibrosis cells; inhibition, % at 5 µM; 0.86% of 360,000 active; KKLEB NF-kB-GFP reporter, GFP fluorescence overnight;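 active = at least 50% inhibition at 5 µM, scaled per plate between neutral and stimulator controls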;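 also: PAF is a Pseudomonas aeruginosa culture filtrate used as stimulus; plate controls were PAF-stimulated DMSO wells for no effect and unstimulated DMSO wells for full effect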
NCOA1 inh – inhibitors of human steroid receptor coactivator 1 (SRC1); 0.12% of 360,000 active; HEK293 GAL4-SRC1 luciferase reporter, luminescence; inhibition, % at 3.6 µM;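 active = inhibition above the campaign mean plus 3 SD, with each screening campaign given its own cutoff, cut at about 60% in these data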;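 also: 0% = DMSO treated cells and 100% = gossypol at 36 µM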
TRAIL sens C8 – sensitizes caspase-8 expressing cells to TRAIL | AID 624354 | inhibition (viability loss, TRAIL sensitization), % at 10 µM | NB7+C8 cells + TRAIL, ATPlite viability luminescence | 1% of 360,000 active;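 active = compounds causing at least 50% loss of cell viability in the single-dose screen, relative to plate controls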
COUP-TFII inh – blocks human COUP-TFII nuclear receptor; HEK293T NGFI-A luciferase reporter, luminescence; inhibition, % at 8.6 µM; 0.7% of 370,000 active; AID 686940;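 active = inhibition above a per-plate cutoff, mean inhibition of test wells between control levels plus 3 SD, cut at about 38% in these data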;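 also: cells cotransfected with COUP-TFII expression vector driving the NGFI-A reporter; 0% = median of COUP-TF2 test wells and 100% = reporter-only cells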
Target sequence (P24468 whole entry, looked up): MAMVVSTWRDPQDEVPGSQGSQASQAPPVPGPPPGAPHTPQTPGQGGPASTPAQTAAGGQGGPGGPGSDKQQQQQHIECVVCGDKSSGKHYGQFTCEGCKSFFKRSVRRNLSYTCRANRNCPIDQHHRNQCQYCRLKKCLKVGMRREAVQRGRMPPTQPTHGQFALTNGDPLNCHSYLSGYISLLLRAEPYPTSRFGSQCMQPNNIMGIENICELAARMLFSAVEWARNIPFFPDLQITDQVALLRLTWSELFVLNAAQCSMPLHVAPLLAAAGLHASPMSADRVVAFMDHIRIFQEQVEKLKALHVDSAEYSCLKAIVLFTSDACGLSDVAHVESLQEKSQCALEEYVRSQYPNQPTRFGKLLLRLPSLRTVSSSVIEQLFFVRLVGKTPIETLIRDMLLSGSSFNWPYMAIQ
LMP1 NFkB inh – Epstein-Barr LMP1 NF-kappaB reporter inhibition. LMP1-induced NF-kappaB luciferase reporter cells, luminescence. inhibition, % at 12.5 µM. 0.69% of 350,000 active. AID 504558; in the data active = inhibition above about 41%;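 also: 0% = neutral control wells and 100% = reference inhibitor control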
TWEAK-Fn14 inh – blocks TWEAK-Fn14 interaction in a reporter cell assay; AID 1159606; 2% of 360,000 active; inhibition, % at 10 µM; TWEAK-stimulated Fn14 reporter cells, luciferase luminescence, 8 h; in the data active = inhibition above about 50%
NR5A2 inv ag – suppresses constitutive activity of human LRH-1. O00482. HEK293T StAR-luciferase reporter, LRH-1 transfected, 24 h. inhibition, % at 3.6 µM. 0.13% of 360,000 active. AID 602396;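 active = inhibition above the mean inhibition of all tested compounds plus 3 SD, cut at about 73% in these data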;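 also: 0% = DMSO wells and 100% = reporter-only cells lacking LRH-1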
Target sequence (O00482 whole entry, looked up): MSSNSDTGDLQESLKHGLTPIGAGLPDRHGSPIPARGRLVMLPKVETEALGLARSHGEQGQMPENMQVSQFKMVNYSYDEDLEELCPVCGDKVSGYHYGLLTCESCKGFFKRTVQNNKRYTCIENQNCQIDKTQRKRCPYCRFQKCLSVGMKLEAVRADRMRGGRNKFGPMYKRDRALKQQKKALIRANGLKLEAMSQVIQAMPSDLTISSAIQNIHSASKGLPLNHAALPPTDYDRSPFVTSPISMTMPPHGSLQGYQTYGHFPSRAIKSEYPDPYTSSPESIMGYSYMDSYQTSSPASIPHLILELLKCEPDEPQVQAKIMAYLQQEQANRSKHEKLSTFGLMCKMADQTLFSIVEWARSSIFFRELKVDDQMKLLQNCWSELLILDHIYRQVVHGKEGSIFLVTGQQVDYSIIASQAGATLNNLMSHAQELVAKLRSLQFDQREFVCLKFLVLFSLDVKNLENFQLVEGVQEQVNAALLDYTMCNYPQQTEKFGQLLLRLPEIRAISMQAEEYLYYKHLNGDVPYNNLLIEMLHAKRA
* = called active by the depositor; / = not tested or not shown.

SMILES	NCOA3 inh	TROY NFkB inh	SRC2 inh	KKLEB cytotox	CF NFkB inh	NCOA1 inh	TRAIL sens C8	COUP-TFII inh	LMP1 NFkB inh	TWEAK-Fn14 inh	NR5A2 inv ag
C/C(=N\NC(=O)CNc1cccc2ccccc12)c1ccccc1	5	15	10	4	11	4	-2	-1	-4	26	-16
Cc1cc(C)nc(SC2CCOC2=O)n1 (stereo not drawn)	2	7	-17	4	2	8	1	15	0	1	-2
COC(=O)c1ccc(N)cc1O	1	-6	-15	-6	14	-25	4	-2	-1	-29	-10
CCOC(=O)C1CCN(S(=O)(=O)c2ccc3c(c2)CC(C)N3C(=O)C2CCC2)CC1 (stereo not drawn)	24	13	-4	-2	-4	0	0	8	9	-20	10
Fc1ccc(-c2cn3ccccc3n2)cc1	-113	-1	-45	-17	-20	-89	28	-34	-3	35	-136
Cc1ccc(C(=O)N2N=C(CC(C)C)CC2(O)C(F)(F)F)o1 (stereo not drawn)	4	6	-36	-1	4	-19	-2	2	0	17	-18
COc1ccc(N2CC(C(=O)NCCc3ccc(Cl)cc3)CC2=O)cc1 (stereo not drawn)	-1	1	4	1	-4	1	-7	-6	2	0	-12
O=C1CC2(CCN(C(=O)c3ccc(F)c(F)c3)CC2)Oc2ccccc21	18	10	-1	-2	-14	-6	10	0	8	-7	-5
C=CCN1C(=O)C(CC(=O)Nc2ccc(OC)cc2)SC1=Nc1ccc(S(N)(=O)=O)cc1 (stereo not drawn)	11	-10	7	11	-12	2	2	8	4	5	2
O=C(NC1CCCCC1)C(c1ccncc1)N(C(=O)Cn1nnc(-c2cccs2)n1)C1CCCC1 (stereo not drawn)	4	-12	-21	-2	0	-10	-42	-9	4	-3	12
COc1ccc(OC(=O)N2CCOCC2)cc1	-23	-17	-13	1	-3	-16	-14	6	-9	16	-16
S=c1[nH]nc(C2CCCCC2)n1/N=C/c1ccccn1	8	15	0	-17	14	7	-12	1	3	16	6
COc1cc(/C=C2\N=C(c3ccccc3)OC2=O)ccc1OC(C)=O	-2	-19	-14	-13	2	6	10	-1	-3	-4	-1
Cc1cccc(N2CCN(C(=O)CSc3nnnn3C3CC3)CC2)c1C	-14	-13	-10	-18	10	-22	-2	2	2	-17	11
COC(=O)CCC(=O)Nc1ccccc1C(=O)Nc1ccccc1	-10	1	2	1	-9	14	-14	14	-5	5	4
Cc1ccc(CN2CCN(Cc3ccccc3C(F)(F)F)CC2)cc1	-24	-2	-10	2	10	-11	-18	14	4	-5	-28
CC(=O)c1ccc(NC(=S)N(Cc2ccccc2)C(C)C2CC2)cc1 (stereo not drawn)	-18	7	-20	-38	23	-2	6	-12	-4	11	4
CCOC(=O)N1CC=C2C(C#N)=C(N)C(C#N)(C#N)[C@H](c3cccs3)C2C1 (stereo partly drawn)	5	-30	6	-8	11	1	11	10	2	7	23
CSc1ncccc1C(=O)OCC(=O)c1ccc(Br)s1	-4	4	0	4	-7	-1	-1	-13	-6	-20	-35
COc1ccc(N(Cc2cc(=O)[nH]c3ccccc23)C(=O)c2ccco2)cc1	-12	2	12	-3	-9	-8	1	8	-15	22	-6
CC(=O)OCCCNc1cc(Sc2nc3ccccc3s2)c2nonc2c1[N+](=O)[O-]	2	26	/	2	2	-5	38	/	8	14	-22
Cc1ccc(NC(=O)N/C=C/c2ccco2)c(C)c1	2	-21	1	-4	-1	-2	12	18	-4	14	-5
O=C(Cc1c[nH]c2ccccc12)Nc1ccc(N2CCOCC2)cc1	-12	9	0	3	-23	-12	4	-4	-1	-13	14
O=C(COc1ccc(CO)cc1Cl)Nc1ccc(F)cc1	-62	7	-25	-7	-7	-89	54*	-34	-34	63*	-80
COc1cccc(S(=O)(=O)NCc2ccc(C(=O)Nc3cccc(Cl)c3)cc2)c1	-13	48	7	-16	6	1	23	37	-8	60*	6
N#Cc1ccc(CSc2nnc(NC(=O)C3CC(=O)N(c4ccc5c(c4)OCCO5)C3)s2)cc1 (stereo not drawn)	-1	13	/	11	0	-19	1	/	-9	-1	-11
O=C(COc1ccccc1Cl)Nc1ccc(C(=O)O)cc1NC(=O)COc1ccccc1Cl	-7	-16	-13	11	2	-20	14	6	9	31	-8
COc1ccccc1N(C)S(=O)(=O)c1ccc(Cl)c(C(=O)NCc2cccnc2)c1	3	15	-27	2	21	12	1	1	-3	1	-3
CCOC(=O)CC1=CCc2c1ccc(OC)c2OC	-16	-16	-56	-1	-4	-27	-10	-27	-4	-27	-23
COc1ccc(NC(=O)C2CCN(S(=O)(=O)c3cccc4cccnc34)CC2)cc1OC	3	-11	17	-12	7	1	-21	-16	5	-4	1
CC(C)C(NC(=O)c1ccc(S(=O)(=O)N2CCOCC2)cc1)c1nc2ccccc2[nH]1 (stereo not drawn)	26	1	11	1	10	-26	-5	2	-1	8	-8
CN1CCC(N(C)C(=O)c2ccc(Cl)c(S(=O)(=O)N3CCOCC3)c2)CC1	2	17	-15	0	2	-17	5	1	-16	3	-1
Cc1cc(C)c(NC(=O)CN2C(=O)NC3(CCc4ccccc43)C2=O)c(Cl)c1 (stereo not drawn)	8	2	-13	-2	2	-16	-6	16	0	-2	12
CC(C)CN(C(=O)CC1OC(=O)c2ccccc21)c1c(N)n(Cc2ccccc2)c(=O)[nH]c1=O (stereo not drawn)	5	10	-10	7	-19	-8	-6	-4	-20	-4	4
Fc1ccc(NC(=S)N2CCOCC2)cc1Cl	3	-11	5	10	9	5	-4	8	0	-3	-5
COc1ccc(Cn2nnnc2C(c2cc3ccc(OC)cc3[nH]c2=O)N2CCC(C)CC2)cc1 (stereo not drawn)	-4	-6	-10	2	2	-14	-7	13	23	-17	12

Limited to NCOA3 inh, KKLEB cytotox and TRAIL sens C8, for 2 of the compounds above:
Molecule	NCOA3 inh	KKLEB cytotox	TRAIL sens C8
N#Cc1ccc(CSc2nnc(NC(=O)C3CC(=O)N(c4ccc5c(c4)OCCO5)C3)s2)cc1 (stereo not drawn)	-1	11	1
O=C(COc1ccccc1Cl)Nc1ccc(C(=O)O)cc1NC(=O)COc1ccccc1Cl	-7	11	14

Other records.
SMILES	NCOA3 inh	TROY NFkB inh	SRC2 inh	KKLEB cytotox	CF NFkB inh	NCOA1 inh	TRAIL sens C8	COUP-TFII inh	LMP1 NFkB inh	TWEAK-Fn14 inh	NR5A2 inv ag
Cc1cccc(CCN2C(Nc3ccccc3)=NC[C@@H]2CC(C)C)c1	-2	-2	-1	-4	-14	10	22	-14	-2	-13	25
Cc1cc(-n2cnc(-c3cn(C)nc3C)n2)no1	4	-7	-24	-14	12	0	-13	-24	9	-6	-7
CCn1c(NN)nc2sc3c(c2c1=O)CCC3	8	-3	-3	-2	-12	-5	-1	1	-3	18	13
CCC[N+]1(CC#CC2(O)CCCCC2)CCOCC1	3	8	4	4	-13	0	4	-27	1	-15	11
CCN(c1ccccc1)S(=O)(=O)c1ccc(OC)c(NC(=O)C2=NN(c3ccccc3)C(=O)CC2)c1	-10	3	-3	6	16	-12	16	-11	-4	14	9
CC(C)CC(NC(=O)C(NC(=O)C(Cc1ccc(OCc2ccccc2)cc1)NC(=O)OC(C)(C)C)C(C)C)C(N)=O (stereo not drawn)	2	0	-4	5	12	-31	-7	3	10	-1	21
COc1ccc(Nc2nnc(SC(C(=O)Nc3cc(C)ccc3C)c3ccccc3)s2)cc1 (stereo not drawn)	8	22	9	-14	21	6	-8	-18	13	26	-9
O=C(N/N=C/c1cc(Cl)cc([N+](=O)[O-])c1O)C1CC1	0	-1	10	6	9	-19	3	9	1	-4	-10
Cc1ccc(S(=O)(=O)NCC(c2ccco2)S(=O)(=O)c2ccccc2)cc1 (stereo not drawn)	-5	-30	-25	1	19	-2	-12	14	3	3	-3
Cc1ccc(C)c(OCCCCN2CCNCC2)c1C	5	-15	23	-6	10	0	14	-2	-7	4	6
CC1(C)CC(=O)c2cnc(N3CCc4ccccc43)nc2C1	-26	22	-72	-33	-2	-56	40	-45	-52	7	-25
O=C(NCCN1CCC(n2c(=O)[nH]c3ccccc32)CC1)c1ccc(Cl)cc1	/	-15	-16	/	/	/	8	-14	/	-11	-22
COc1ccc([C@@H]2C[C@H]3[C@@H](CN2S(=O)(=O)c2ccccc2)C(=O)C[C@@H](c2cccc4ccccc24)N3S(=O)(=O)c2ccc(C)cc2)cc1	-11	-1	-4	18	-1	5	4	1	5	-31	3
COc1ccc(OC)c(CNC(=O)CCC(=O)N2Cc3ccccc3Oc3ncccc32)c1	-2	-20	-41	24	-9	-4	-8	-2	-4	-2	-16
CCC(CC)c1nnc(NC(=O)C2CCN(C(=O)c3ccco3)CC2)s1	-22	-5	18	-1	5	11	-19	4	-3	-10	-4
CCC1CCc2sc(C(=O)N(C)CC(=O)Nc3ccc(N4CCOCC4)cc3)cc2C1 (stereo not drawn)	-2	9	1	-5	0	-4	16	7	-5	-5	4
NC(=O)CC(NC(=O)Cc1cccc2ccccc12)c1ccc(NCc2ccccc2)c([N+](=O)[O-])c1 (stereo not drawn)	-8	-1	4	-17	-2	-5	-18	13	-1	0	0
CCCCN(CCCC)c1ccc(C(=O)c2ccccc2C(=O)O)c(O)c1	18	30	-11	-1	0	15	-1	-6	8	17	22
CC(NCc1ccccc1Cl)C(=O)Nc1ccc(C#N)cc1 (stereo not drawn)	6	9	-31	-16	9	16	-1	-19	5	0	-21
O=C(O)c1cc2c(ccc3ccccc32)o1	1	-2	7	-5	-6	-2	-25	-4	-2	12	5
c1ccc(CSC2=NCCCN2)cc1	-1	4	1	3	4	10	6	3	-4	7	5
COc1ccccc1N1CCN(C(=O)c2cc(-c3cccs3)on2)CC1	2	-39	0	19	8	-12	-8	-2	-5	-18	-22
COc1ccc(NC(=O)CSc2nc3ccsc3c(=O)n2Cc2ccccn2)c(OC)c1	-17	-1	10	5	-3	-2	-7	-13	-1	-20	12
Cc1nn(CC(=O)NCCc2ccccc2)c(C)c1[N+](=O)[O-]	8	-15	-1	1	0	-2	-7	-8	0	-3	-3
CCN(CC(=O)N1CCOCC1)S(=O)(=O)c1ccc(C)cc1	7	0	-13	-4	-8	2	-3	-5	2	5	-3
COc1ccc(CC(=O)NCc2n[nH]c(=S)n2-c2cccc(Cl)c2)cc1	17	0	5	17	-18	-9	-1	0	-2	-9	2
CC(C)(C)OC(=O)N[C@@H](Cc1ccccc1)c1nnc(SCC(N)=O)o1	20	-7	8	15	-6	-10	7	3	-7	10	-4
O=C(Nc1cccnc1Cl)c1cc2ccccc2o1	-94	-53	-60	12	-19	-96	25	-19	-12	8	-145
Cc1csc(NC(=O)[C@@H](NC(=O)c2ccccc2)C(C)C)n1	-12	-14	18	-9	-4	-2	-9	-5	-5	-8	-24
O=S(=O)(Nc1ccncc1Cl)c1cc(Cl)ccc1Cl	10	3	-10	-5	4	-1	14	-2	-5	-1	-13
CCc1nnc(NS(=O)(=O)c2ccc(NCc3ccccc3O)cc2)s1	-5	12	-21	2	-5	0	-5	-21	-7	9	2
CCn1c(-c2nonc2NC(=O)c2ccccc2)nc2ccccc21	-1	-26	-6	-17	2	1	19	1	4	-27	-2
COc1ccc(NC(=O)CNC(=O)Cn2c(C)cc3ccccc3c2=O)c(OC)c1	16	0	-15	-8	0	-10	-2	6	9	-18	-4
CC1(C)C(=O)NC(=O)N1Cc1ccccc1	-9	22	-15	-16	-5	3	-13	1	-3	12	3
